SUMO HTRF inh – SUMOylation inhibition | P63279 | HTRF SUMOylation assay, SAE1/SAE2 + UBC9, in vitro | inhibition, % at 35 µM | actives 0.36% (n = 290,000); in the data active = inhibition above about 50%, passing the limit was not always enough; also: strong numbers were not always called active
Target sequence (P63279 whole entry, looked up): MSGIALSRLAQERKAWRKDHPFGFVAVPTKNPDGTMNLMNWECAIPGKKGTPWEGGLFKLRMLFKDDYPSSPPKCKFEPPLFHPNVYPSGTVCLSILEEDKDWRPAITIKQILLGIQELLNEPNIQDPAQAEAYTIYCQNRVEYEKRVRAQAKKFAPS
DNA FID counter – displaces DNA intercalator in HCV helicase counter-screen. DNA fluorescent intercalator displacement, fluorescence. inhibition, % at 7.9 µM. actives 0.17% (n = 290,000). AID 1845; in the data active = inhibition above about 37%;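 also: 0% = vehicle and 100% = reference compound; higher means more ethidium bromide displaced from hairpin DNA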
MEKK2 mut-MEK5 – signal of MEK5 binding to mutant human MEKK2 PB1 domain; actives 0.35% (n = 290,000); bead flow cytometry, Alexa488-MEK5 binding to MEKK2 mutant; AID 1530; percent response, % at 10 µM; in the data active = percent response above about 24%, passing the limit was not always enough; also: inactives centre near 1; some results filed as inactive read as strong as hits; reference of the scale not given here
HCV NS3 hel inh – inhibitors of Hepatitis C virus NS3 helicase; actives 0.56% (n = 290,000); inhibition, % at 10.9 µM; AID 1800; NS3 helicase DNA unwinding, Cy5 molecular beacon fluorescence;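 active = inhibition above the mean of all tested compounds plus 3 SD, set per campaign, cut at about 35% in these data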;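 also: 0% = DMSO wells and 100% = thioflavine S control wells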
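Assay system: hepatitis C virus NS3 helicase domain fragment enzyme. Also added: annealed dual-labelled DNA beacon duplex, ATP-started. Timing: 1 h reaction at 25 °C, ATP-initiated. Technique: Cy5 fluorescence at 0 and 60 min, beacon hairpin quenching. Evaluation: % inhibition of unwinding. Replication: one well per compound.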
MEKK3 PB1 HTS – raises or lowers MEK5 binding to the human MEKK3 PB1 domain; Q99759; AID 1529; actives 1.4% (n = 290,000); bead-based flow cytometry, Alexa488-MEK5 binding to MEKK3; actives lie on both sides; 0 = blocked by unlabeled MEK5, 100 = vehicle; binding response (% of control), % at 10 µM;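 active = binding response more than 3 SD above or below the average of its plate-row segment, actives on both sides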;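 also: Alexa488 bead fluorescence after subtracting the streptavidin-only scavenger bead signal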
Target sequence (Q99759 whole entry, looked up, the tested form may be a part): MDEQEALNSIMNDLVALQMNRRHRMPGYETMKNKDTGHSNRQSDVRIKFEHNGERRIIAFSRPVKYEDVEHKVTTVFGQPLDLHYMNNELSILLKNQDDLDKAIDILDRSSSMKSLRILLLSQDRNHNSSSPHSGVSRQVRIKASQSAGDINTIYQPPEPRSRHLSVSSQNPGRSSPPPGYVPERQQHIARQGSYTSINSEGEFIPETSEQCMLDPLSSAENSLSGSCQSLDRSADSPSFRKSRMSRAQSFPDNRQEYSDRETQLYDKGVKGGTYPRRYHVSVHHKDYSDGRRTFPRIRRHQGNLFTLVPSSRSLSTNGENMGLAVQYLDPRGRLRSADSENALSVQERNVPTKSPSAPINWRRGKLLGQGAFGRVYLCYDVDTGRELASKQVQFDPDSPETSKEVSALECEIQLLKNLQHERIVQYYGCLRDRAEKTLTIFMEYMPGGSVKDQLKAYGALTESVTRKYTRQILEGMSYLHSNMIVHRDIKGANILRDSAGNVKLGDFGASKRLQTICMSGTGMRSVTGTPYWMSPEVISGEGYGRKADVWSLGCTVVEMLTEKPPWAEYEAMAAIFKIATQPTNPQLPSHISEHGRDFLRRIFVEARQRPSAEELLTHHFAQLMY
GalR3 antag – blocks the human galanin receptor 3. actives 0.44% (n = 360,000). HEK293 GalR3-CNG cAMP membrane potential fluorescence; galR3 body fused to GalR1 C-terminus. AID 651719. inhibition, % at 3 µM. O60755;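 active = inhibition above the screen-wide average plus 3 SD, cut at about 13% in these data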;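 also: forskolin and galanin both at EC90 stimulate the cells; cAMP rise reported by CNG channel membrane potential dye signal; 0% = forskolin plus galanin with DMSO and 100% = forskolin alone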
Target sequence (O60755 1-299 limits assumed): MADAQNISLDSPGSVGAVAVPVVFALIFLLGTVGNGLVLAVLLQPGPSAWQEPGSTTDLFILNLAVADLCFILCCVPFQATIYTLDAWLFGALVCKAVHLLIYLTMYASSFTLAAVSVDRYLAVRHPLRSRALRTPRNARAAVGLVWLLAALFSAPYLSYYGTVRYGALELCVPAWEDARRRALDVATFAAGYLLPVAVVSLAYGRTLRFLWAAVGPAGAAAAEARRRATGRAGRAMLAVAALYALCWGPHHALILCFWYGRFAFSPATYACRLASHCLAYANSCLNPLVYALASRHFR
MEKK2 WT-MEK5 – raises or lowers MEK5 binding to wildtype human MEKK2 PB1 domain | Q9Y2U5 | bead flow cytometry, Alexa488-MEK5 binding to MEKK2 WT; actives lie on both sides | binding response (% of control), % at 10 µM | actives 1.1% (n = 290,000) | AID 1531; in the data active = binding response below about 67% or above about 130%
CRFBP-R2 block – antagonists of CRF-binding protein/CRF-R2 receptor complex. HEK293 CRF-R2/CRF-BP, CRF-induced calcium fluorescence. inhibition, % at 11.8 µM. actives 0.59% (n = 350,000);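 active = inhibition of the ligand-induced calcium signal above about 50% at the single tested concentration, limit read from the data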
CRFBP-R2 agonist – agonists of human CRF-binding protein/CRF-R2 receptor complex; activation, % at 13.2 µM; HEK293 CRF-R2/CRF-BP, calcium dye fluorescence (FLIPR); percent of saturating CRF peptide response; actives 0.46% (n = 350,000);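 active = activation of at least 50%, plus an integration ratio under a set limit after plate pattern correction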;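 also: plate controls were neutral control wells without compound for no effect and CRF at EC100 for full effect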
* hit, by the source's call; [ ] = dose if it differs, or a comment. Some of the compounds tested; rates above refer to the full screens.

`COCCNC(=O)Cn1c(=O)n(CCCCCC(=O)Nc2ccccc2)c(=O)c2sccc21` gave SUMO HTRF inh -4, DNA FID counter -9, MEKK2 mut-MEK5 1, HCV NS3 hel inh 4, MEKK3 PB1 HTS 135*, GalR3 antag 3, MEKK2 WT-MEK5 107, CRFBP-R2 block -9 and CRFBP-R2 agonist -1.2.
Screening Cc1nn(C)c(C)c1CNC(=O)c1nn2c(c1Cl)NC(c1cccs1)CC2C(F)(F)F (stereo not drawn) returned SUMO HTRF inh -8, DNA FID counter -34, MEKK2 mut-MEK5 -3, HCV NS3 hel inh 0, MEKK3 PB1 HTS 92, GalR3 antag -4, MEKK2 WT-MEK5 94, CRFBP-R2 block 1 and CRFBP-R2 agonist -0.3.
`CCc1noc(C)c1C(=O)Nc1nc(-c2ccc(F)cc2)c(C)s1` gave SUMO HTRF inh -1, DNA FID counter -34, MEKK2 mut-MEK5 4, HCV NS3 hel inh -19, MEKK3 PB1 HTS 102, GalR3 antag -3, MEKK2 WT-MEK5 105, CRFBP-R2 block -1 and CRFBP-R2 agonist -0.3.
COc1cc(C(=O)N2CCN(Cc3ccc4c(c3)OCO4)CC2)cc(OC)c1OC was read as SUMO HTRF inh 17, DNA FID counter -17, MEKK2 mut-MEK5 28*, HCV NS3 hel inh 8, MEKK3 PB1 HTS 99, GalR3 antag -3, MEKK2 WT-MEK5 102, CRFBP-R2 block 7 and CRFBP-R2 agonist -2.0.
`COC1=CCC2([N+](=O)[O-])CN(CC(=O)O)CC1([N+](=O)[O-])C2` (stereo not drawn) gave SUMO HTRF inh 12, DNA FID counter -1, MEKK2 mut-MEK5 -1, HCV NS3 hel inh 6, MEKK3 PB1 HTS 97, GalR3 antag 3, MEKK2 WT-MEK5 97, CRFBP-R2 block 6 and CRFBP-R2 agonist 1.4.
CCN1C(=S)N[C@@H](c2cccs2)C(C(=O)OC)=C1C was read as SUMO HTRF inh 8, DNA FID counter -8, MEKK2 mut-MEK5 3, HCV NS3 hel inh 10, MEKK3 PB1 HTS 101, GalR3 antag -5, MEKK2 WT-MEK5 104, CRFBP-R2 block -1 and CRFBP-R2 agonist -0.5.
For CCN(CC)C(=O)c1[nH]cnc1C(=O)N[C@@H](CC(C)C)C(=O)OC(C)(C)C the results were SUMO HTRF inh -3, DNA FID counter -32, MEKK2 mut-MEK5 4, HCV NS3 hel inh 1, MEKK3 PB1 HTS 107, GalR3 antag -5, MEKK2 WT-MEK5 102, CRFBP-R2 block -1 and CRFBP-R2 agonist -0.4.
For Cc1ccccc1NC(=O)NCCN1C(=O)C2C3C=CC(C3)C2C1=O (stereo not drawn) the results were SUMO HTRF inh 4, DNA FID counter -1, MEKK2 mut-MEK5 -3, HCV NS3 hel inh -2, MEKK3 PB1 HTS 91, GalR3 antag 4, MEKK2 WT-MEK5 93, CRFBP-R2 block -15 and CRFBP-R2 agonist -0.3.
Screening CCOc1ccc(OCCSc2nc(-c3ccccc3)cc(=O)[nH]2)cc1 returned SUMO HTRF inh 2, DNA FID counter 1, MEKK2 mut-MEK5 -5, HCV NS3 hel inh 0, MEKK3 PB1 HTS 95, GalR3 antag -1, MEKK2 WT-MEK5 93, CRFBP-R2 block -2 and CRFBP-R2 agonist -2.5.
Screening CCOC(=O)C1CCN(C2=NC(=O)/C(=C/c3ccc(OC)c(OC)c3)S2)CC1 returned SUMO HTRF inh -19, DNA FID counter -32, MEKK2 mut-MEK5 4, HCV NS3 hel inh 9, MEKK3 PB1 HTS 103, GalR3 antag -9, MEKK2 WT-MEK5 106, CRFBP-R2 block 0 and CRFBP-R2 agonist -1.3.
For O=C(c1cnccn1)N1CCc2ccccc21 the results were SUMO HTRF inh 6, DNA FID counter -11, MEKK2 mut-MEK5 2, HCV NS3 hel inh -3, MEKK3 PB1 HTS 99, GalR3 antag -4, MEKK2 WT-MEK5 101, CRFBP-R2 block 4 and CRFBP-R2 agonist -0.8.
Screening CC(NC(=O)C1CCCN1C(=O)OCc1ccccc1)c1ccccc1 (stereo not drawn) returned SUMO HTRF inh 26, DNA FID counter -9, MEKK2 mut-MEK5 6, HCV NS3 hel inh -19, MEKK3 PB1 HTS 102, GalR3 antag -4, MEKK2 WT-MEK5 100, CRFBP-R2 block -1 and CRFBP-R2 agonist -1.4.
`CC1(C)Cc2c(cnn2-c2ccc(F)cc2)C(NC(=O)CCN2CCCCO2)C1` (stereo not drawn) gave SUMO HTRF inh 0, DNA FID counter -28, MEKK2 mut-MEK5 -1, HCV NS3 hel inh -3, MEKK3 PB1 HTS 99, GalR3 antag -3, MEKK2 WT-MEK5 102, CRFBP-R2 block -19 and CRFBP-R2 agonist -6.6.
`COc1ccc(CNC(=O)c2c[nH]c3c(OC)cc(OC)cc3c2=O)cc1` gave SUMO HTRF inh -2, DNA FID counter 0, MEKK2 mut-MEK5 -4, HCV NS3 hel inh -7, MEKK3 PB1 HTS 85, GalR3 antag -7, MEKK2 WT-MEK5 90, CRFBP-R2 block 6 and CRFBP-R2 agonist -3.7.
COc1ccc(C2/C=C\CN(C(=O)Nc3ccccc3-c3ccccc3)CC(=O)N2Cc2ccc(F)cc2)cc1 (stereo not drawn) was read as SUMO HTRF inh -8, MEKK2 mut-MEK5 1, MEKK3 PB1 HTS 102, MEKK2 WT-MEK5 101, CRFBP-R2 block 5 and CRFBP-R2 agonist 6.3.
Cc1cc(NC(=O)Nc2ccc(F)cc2)no1 was read as SUMO HTRF inh 12, DNA FID counter -12, MEKK2 mut-MEK5 -4, HCV NS3 hel inh 14, MEKK3 PB1 HTS 96, GalR3 antag -1, MEKK2 WT-MEK5 93, CRFBP-R2 block 11 and CRFBP-R2 agonist -3.2.
Cc1nnc(SCC(=O)c2ccc(Cl)cc2)s1 was read as SUMO HTRF inh 8, DNA FID counter -2, MEKK2 mut-MEK5 -10, HCV NS3 hel inh -4, MEKK3 PB1 HTS 104, GalR3 antag -3, MEKK2 WT-MEK5 94, CRFBP-R2 block 1 and CRFBP-R2 agonist -1.5.
O=C(Nc1ccc(Cl)c(Cl)c1)c1ccccc1NC(=O)C1CC=CCC1C(=O)O (stereo not drawn) was read as SUMO HTRF inh 11, DNA FID counter -53, MEKK2 mut-MEK5 2, HCV NS3 hel inh 7, MEKK3 PB1 HTS 103, GalR3 antag -4, MEKK2 WT-MEK5 104, CRFBP-R2 block -10 and CRFBP-R2 agonist 0.2.
CC(NC(=O)CSc1nnc(COc2ccccc2)o1)c1ccccc1 (stereo not drawn) was read as SUMO HTRF inh 13, DNA FID counter -15, MEKK2 mut-MEK5 6, HCV NS3 hel inh -6, MEKK3 PB1 HTS 106, GalR3 antag -5, MEKK2 WT-MEK5 111, CRFBP-R2 block 11 and CRFBP-R2 agonist -1.4.
CCOc1ccccc1CNC(=O)C1CCCN(c2nnc(C)c3c(C)n(-c4ccccc4)nc23)C1 (stereo not drawn) was read as SUMO HTRF inh 25, DNA FID counter 17, MEKK2 mut-MEK5 0, HCV NS3 hel inh -31, MEKK3 PB1 HTS 96, GalR3 antag -5, MEKK2 WT-MEK5 98, CRFBP-R2 block 39 and CRFBP-R2 agonist -3.0.
For O=C(c1ccccc1)c1cccn1CC(=O)N1CCCCCC1 the results were SUMO HTRF inh 7, DNA FID counter -20, MEKK2 mut-MEK5 -10, HCV NS3 hel inh 0, MEKK3 PB1 HTS 87, GalR3 antag -1, MEKK2 WT-MEK5 92, CRFBP-R2 block -3 and CRFBP-R2 agonist 0.9.
`Cc1cccc(C)c1NCc1nnc(SCC(=O)Nc2nc(-c3ccccc3)cs2)n1-c1ccccc1` gave SUMO HTRF inh 6, DNA FID counter -11, MEKK2 mut-MEK5 -2, HCV NS3 hel inh 5, MEKK3 PB1 HTS 102, GalR3 antag -1, MEKK2 WT-MEK5 104, CRFBP-R2 block 12 and CRFBP-R2 agonist 0.6.
Screening Cc1ccc(C(=O)NC(=S)N2CC(C)OC(C)C2)cc1[N+](=O)[O-] (stereo not drawn) returned SUMO HTRF inh -5, DNA FID counter 1, HCV NS3 hel inh 5, CRFBP-R2 block 0 and CRFBP-R2 agonist -0.3.
Screening CC(=O)Nc1ccc2nc(-c3ccc(Br)o3)[nH]c2c1 returned SUMO HTRF inh 34, DNA FID counter -3, MEKK2 mut-MEK5 -3, HCV NS3 hel inh 13, MEKK3 PB1 HTS 66*[inhibitor], GalR3 antag -3, MEKK2 WT-MEK5 63*[inhibitor], CRFBP-R2 block 6 and CRFBP-R2 agonist 1.6.
COc1ccc(CC(NC(C)=O)C(=O)NC2CCN(C(=O)c3cnccn3)CC2)cc1 (stereo not drawn) was read as SUMO HTRF inh 25, DNA FID counter -12, MEKK2 mut-MEK5 1, HCV NS3 hel inh -2, MEKK3 PB1 HTS 100, GalR3 antag 1, MEKK2 WT-MEK5 101, CRFBP-R2 block 20 and CRFBP-R2 agonist -0.1.
For Oc1ccc(-c2n[nH]c(=S)n2Cc2ccccc2)cc1 the results were SUMO HTRF inh 10, DNA FID counter -5, MEKK2 mut-MEK5 5, HCV NS3 hel inh 2, MEKK3 PB1 HTS 103, GalR3 antag -4, MEKK2 WT-MEK5 101, CRFBP-R2 block -9 and CRFBP-R2 agonist -0.4.
`Cc1ccc(NC(=O)COC(=O)CCc2ccc(S(=O)(=O)N3CCOCC3)cc2)c(C)c1` gave SUMO HTRF inh -6, DNA FID counter -17, MEKK2 mut-MEK5 -7, HCV NS3 hel inh -7, MEKK3 PB1 HTS 97, GalR3 antag 0, MEKK2 WT-MEK5 94, CRFBP-R2 block 10 and CRFBP-R2 agonist -1.4.
Screening Cc1ccc(NC(=O)CCNC(=O)Cn2ccc3ccccc3c2=O)cc1F returned SUMO HTRF inh -2, DNA FID counter -24, MEKK2 mut-MEK5 -3, HCV NS3 hel inh -4, MEKK3 PB1 HTS 101, GalR3 antag -6, MEKK2 WT-MEK5 98, CRFBP-R2 block -9 and CRFBP-R2 agonist -3.5.
`COc1cc([N+](=O)[O-])ccc1NC(=O)CC(C)C` gave SUMO HTRF inh -3, DNA FID counter -4, MEKK2 mut-MEK5 4, HCV NS3 hel inh -8, MEKK3 PB1 HTS 100, GalR3 antag 1, MEKK2 WT-MEK5 97, CRFBP-R2 block -5 and CRFBP-R2 agonist -1.9.
`CCOc1ccc(Nc2cc(C)nc3c(C)cccc23)cc1` gave SUMO HTRF inh 14, DNA FID counter 4, MEKK2 mut-MEK5 5, HCV NS3 hel inh -5, MEKK3 PB1 HTS 103, GalR3 antag -12, MEKK2 WT-MEK5 114, CRFBP-R2 block 8 and CRFBP-R2 agonist -0.3.

Gathered by group, the compounds so far containing a COOH group (two)
`COC1=CCC2([N+](=O)[O-])CN(CC(=O)O)CC1([N+](=O)[O-])C2` (stereo not drawn) gave SUMO HTRF inh 12, DNA FID counter -1, MEKK2 mut-MEK5 -1, HCV NS3 hel inh 6, MEKK3 PB1 HTS 97, GalR3 antag 3, MEKK2 WT-MEK5 97, CRFBP-R2 block 6 and CRFBP-R2 agonist 1.4.
O=C(Nc1ccc(Cl)c(Cl)c1)c1ccccc1NC(=O)C1CC=CCC1C(=O)O (stereo not drawn) was read as SUMO HTRF inh 11, DNA FID counter -53, MEKK2 mut-MEK5 2, HCV NS3 hel inh 7, MEKK3 PB1 HTS 103, GalR3 antag -4, MEKK2 WT-MEK5 104, CRFBP-R2 block -10 and CRFBP-R2 agonist 0.2.

Screens: PubChem BioAssay, several laboratories
